Nrf2 activator – activators of Nrf2 (ARE) signaling; AREc32 ARE-luciferase reporter (MCF7-derived line), luminescence, 24 h; Potency, µM (titrated, usually from 46.1 µM), for the others: at the highest dose activation, usual class: activators; hit rate 0.31% among 410,000; AID 624171; also: potency is read from the fitted curve at half-maximal effect; % of control where 0% means no effect; nearly all actives have a fitted effect of over 65% in size
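AREc32_Fluc, 1000 cells/well, OPTI-MEM + 5% FBS, o/n 37 deg C 5% CO2; 23 nL cpd by pin tool, 24 hr; Steady-Glo 30 min RT, luminescence.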
pAkt inh – blocks phosphorylation of Akt; Neuro2A IGF-stimulated pAkt S473 HTRF, 20 min; hits give low values; activity change, % for hits at 50 µM; hit rate 0.32% among 360,000; AID 651550; in the data active = activity change below about -80%; inconclusive = mostly about -51% to -80%; also: % is scaled to controls: 0 for no effect and ±100 for the full control effect
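Neuro2A cells (4,500/well, DMEM with 0.5% FBS) were treated with compound at a single 50 µM final concentration, stimulated with 6 nM IGF for 20 min at 37 °C, and lysed. Phospho-Akt Ser473 was read by HTRF as 665/615 ratio ×10^4.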
MmCpn inh – M. maripaludis TRiC chaperonin inhibition. Potency, µM (highest dose often 76.9 µM), for the others: at the top dose activity, negative = inhibition, actives largely listed as inhibitors. hit rate 0.031% among 330,000. AID 504842. purified Mm-Cpn ATPase, ADP Transcreener TR-FRET; also: potency is read from the fitted curve at half-maximal effect; % is scaled to controls: 0 for no effect and ±100 for the full control effect; nearly all actives have a fitted effect of over 80% in size
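ATPase read-out: TR-FRET ADP immunoassay (anti-ADP Eu cryptate vs ADP-d2), ex 320 nm, em 590/665 nm; signal drops as ADP forms. Enzyme 25 nM, ATP 10 uM, 30 min at 37°C after 10 min compound preincubation.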
EPAC2 antagonist – EPAC2 (human) antagonism. EPAC2 GEF exchange of Rap1B-BODIPY-GDP, fluorescence. AID 720708. Q8WZA2. Potency, µM (top dose mostly 114 µM), inactives show at the highest dose activity, negative = inhibition, usual class: inhibitors. hit rate 0.18% among 360,000; also: potency is read from the fitted curve at half-maximal effect; % is scaled to controls: 0 for no effect and ±100 for the full control effect; nearly all actives have a fitted effect of over 45% in size; many of its hits are not listed in these tables
Target sequence (Q8WZA2 whole entry, looked up): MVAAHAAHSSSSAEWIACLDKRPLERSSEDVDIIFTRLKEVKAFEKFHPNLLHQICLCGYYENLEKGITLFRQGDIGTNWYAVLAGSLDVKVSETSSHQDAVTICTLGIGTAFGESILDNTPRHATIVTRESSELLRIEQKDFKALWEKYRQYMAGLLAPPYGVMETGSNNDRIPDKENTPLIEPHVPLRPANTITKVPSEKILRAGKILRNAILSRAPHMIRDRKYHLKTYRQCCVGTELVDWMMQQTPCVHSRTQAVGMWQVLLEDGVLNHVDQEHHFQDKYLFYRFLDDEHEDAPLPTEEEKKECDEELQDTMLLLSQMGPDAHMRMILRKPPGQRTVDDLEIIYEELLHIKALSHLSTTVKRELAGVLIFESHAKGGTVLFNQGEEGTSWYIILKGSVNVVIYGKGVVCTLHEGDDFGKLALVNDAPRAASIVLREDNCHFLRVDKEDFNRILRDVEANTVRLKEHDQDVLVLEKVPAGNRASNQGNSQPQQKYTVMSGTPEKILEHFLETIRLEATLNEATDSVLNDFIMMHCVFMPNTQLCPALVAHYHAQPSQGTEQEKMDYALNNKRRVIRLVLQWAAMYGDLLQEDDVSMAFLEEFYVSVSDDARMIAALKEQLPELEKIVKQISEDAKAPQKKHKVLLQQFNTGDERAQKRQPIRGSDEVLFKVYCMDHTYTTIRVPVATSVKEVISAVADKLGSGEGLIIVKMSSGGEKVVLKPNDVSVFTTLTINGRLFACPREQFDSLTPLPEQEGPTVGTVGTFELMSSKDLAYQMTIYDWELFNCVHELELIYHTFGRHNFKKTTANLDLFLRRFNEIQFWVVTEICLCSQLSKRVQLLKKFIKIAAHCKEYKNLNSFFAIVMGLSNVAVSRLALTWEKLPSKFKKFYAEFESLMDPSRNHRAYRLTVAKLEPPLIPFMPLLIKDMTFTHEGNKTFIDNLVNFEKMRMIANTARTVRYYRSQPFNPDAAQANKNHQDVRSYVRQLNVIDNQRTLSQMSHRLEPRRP
TGFb inhibitor – inhibitors of TGF-b signaling; Potency, µM (series often up to 46.1 µM), for the others: at the highest dose activity, negative = inhibition, actives largely listed as inhibitors; hit rate 1.2% among 410,000; HepG2 CAGA-GFP TGF-b/SMAD3 reporter, GFP fluorescence, 18 h; TGF-beta stimulated, 500 pg/mL final; AID 588855; also: potency is read from the fitted curve at half-maximal effect; % is scaled to controls: 0 for no effect and ±100 for the full control effect; nearly all actives have a fitted effect of over 65% in size
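HEPG2 CAGA-GFP cells (1000/well, DMEM with 1% FBS) were pre-incubated 2 h at 37 degrees C, given compound by pin tool, then stimulated with TGF-beta at 500 pg/mL final for 18 h before per-cell GFP fluorescence imaging.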
Nrf2 block – blocks Nrf2 signaling. hit rate 2.1% among 360,000. A549 ARE-Fluc reporter, luciferase luminescence, 18-24 h. Potency, µM (highest dose often 46 µM), for the others: top-dose activity change, negative = inhibition, most hits filed as inhibitors; also: potency is read from the fitted curve at half-maximal effect; % is scaled to controls: 0 for no effect and ±100 for the full control effect; nearly all actives have a fitted effect of over 60% in size
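Quantitative HTS in A549 cells stably bearing an antioxidant response element-firefly luciferase construct. Inhibition of Nrf2-driven transcription was scored by luminescence after 18-24 h of compound exposure at 37 °C.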
A549 viability – A549 cytotoxicity, counter-screen for Nrf2 inhibitors; Potency, µM (highest dose often 46 µM), for inactives: at the highest dose activity change, negative = cytotoxicity, hits mostly inhibitors; AID 504648; hit rate 0.16% among 390,000; A549 ARE-Fluc cells, CellTiter-Fluor viability, 18-24 h; also: potency is read from the fitted curve at half-maximal effect; % is scaled to controls: 0 for no effect and ±100 for the full control effect
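A549 ARE_Fluc cells in 5% FBS OPTI-MEM were exposed to compounds in concentration-response for 18-24 h at 37 deg C. Viability was read by CellTiter-Fluor fluorescence (Ex 405/Em 525) after 30 min, before the luciferase read.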
CCT modulator – cytosolic chaperonin activity modulation; AID 651819; hit rate 0.3% among 360,000; purified chaperonin ATPase assay, HTRF ADP detection, 30 min; activity change, % (test concentration not listed), hits read low; in the data active = activity change below about -30%; also: % is scaled to controls: 0 for no effect and ±100 for the full control effect
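TRiC (40 or 20 nM final, by batch activity) in 30 mM Tris pH 7.4, 100 mM KCl, 5 mM MgCl2, 1 mM DTT was treated with compound at 76 uM single dose, then 10 uM ATP, 30 min at 37 °C. ADP was read by HTRF Transcreener.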
EPAC2 ag – agonists of human EPAC2 (RAPGEF4). Q8WZA2. EPAC2 activation, biochemical qHTS; response scale: 100% = 6.5 mM cAMP response. Potency, µM (top dose mostly 154 µM), inactives show top-dose activation, usual class: activators. hit rate 0.079% among 360,000; also: potency is read from the fitted curve at half-maximal effect; nearly all actives have a fitted effect of over 50% in size
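Compounds were added across a concentration range to EPAC2 (100 nM), RAP1B-BODIPY-GDP (250 nM) and GDP (50 uM). After 5 min at room temperature, fluorescence was recorded at 5-min intervals for 30 min.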
* hit, by the source's call. Unless noted, calls follow the shape of the dose curve; as a rule, active = well fitted curve in the direction sought with a large enough effect; inconclusive = small, poorly fitted or top-dose-only effect, or another doubt; inactive = no such curve, though single readings can be large; an effect the other way counts as inactive or inconclusive. The list is partial, so the mix of outcomes need not match the whole.

For COC(=O)N[C@H](CC(C)=O)c1cccc(C(F)(F)F)c1 the results were Nrf2 activator -1.3%, pAkt inh inactive, MmCpn inh -1%, EPAC2 antagonist inconclusive, TGFb inhibitor -7%, Nrf2 block -12%, A549 viability 5%, CCT modulator 1.4 and EPAC2 ag 1%.
`COc1ccc(C)cc1S(=O)(=O)N1CCC2(CC1)OCCN2S(=O)(=O)c1cccs1` gave Nrf2 activator 0.3%, pAkt inh inactive, MmCpn inh -4%, EPAC2 antagonist -3%, TGFb inhibitor 0%, Nrf2 block inconclusive, A549 viability -11%, CCT modulator -1.8 and EPAC2 ag 10%.
`O=C(c1ccccc1)c1cnc(-c2ccc(Cl)cc2)s1` gave Nrf2 activator -0.1%, MmCpn inh -2%, EPAC2 antagonist 5%, TGFb inhibitor -7%, Nrf2 block 0%, A549 viability -2%, CCT modulator 1.4 and EPAC2 ag 1%.
`COc1ccc(NC(=O)c2cnn(-c3ccccc3)c2C)cc1OC` gave Nrf2 activator -0.4%, pAkt inh inactive, MmCpn inh -2%, EPAC2 antagonist 0%, TGFb inhibitor -1%, Nrf2 block 9%, A549 viability -1%, CCT modulator 2.7 and EPAC2 ag 17%.
`N#CCN1C(=O)NC2(CCCc3sccc32)C1=O` (configuration not stated) gave Nrf2 activator -0.4%, pAkt inh inactive, MmCpn inh 3%, EPAC2 antagonist -5%, TGFb inhibitor 0%, Nrf2 block -4%, A549 viability 2%, CCT modulator 1.0 and EPAC2 ag 5%.
For CN(c1ccc(C(=O)NCCc2ccccc2)cc1)S(C)(=O)=O the results were Nrf2 activator -1.5%, pAkt inh inactive, MmCpn inh -1%, EPAC2 antagonist 6%, TGFb inhibitor inconclusive, Nrf2 block inconclusive, A549 viability 7%, CCT modulator -1.5 and EPAC2 ag 5%.
COc1cc(C2SC[C@H]3C(=O)N(c4ccccc4)C(=O)N23)cc(OC)c1OC (some centres not stated) was read as Nrf2 activator 0.2%, TGFb inhibitor -20%, Nrf2 block -2% and A549 viability 0%.
O=C(NC1CCCCC1)NC1CC2CCC(C1)N2Cc1nnnn1Cc1ccc2c(c1)OCO2 (configuration not stated) was read as Nrf2 activator 0.2%, pAkt inh inactive, MmCpn inh -2%, EPAC2 antagonist 12%, TGFb inhibitor 0%, Nrf2 block -1%, A549 viability 2%, CCT modulator -1.1 and EPAC2 ag -11%.
For O=C(Nc1ccon1)c1cccc(Cl)c1 the results were Nrf2 activator 2.0%, pAkt inh inactive, MmCpn inh 3%, EPAC2 antagonist -5%, TGFb inhibitor 10%, Nrf2 block inconclusive, A549 viability 20%, CCT modulator -5.1 and EPAC2 ag 12%.
Cc1sc(NC(=O)CSc2nnnn2C2CCCC2)c(C#N)c1C was read as Nrf2 activator -0.7%, pAkt inh inactive, MmCpn inh 0%, EPAC2 antagonist 5%, TGFb inhibitor -2%, Nrf2 block inconclusive, A549 viability 1%, CCT modulator 1.0 and EPAC2 ag -7%.
For O=C(NCCCN1CCOCC1)c1cc(-c2ccccc2F)no1 the results were Nrf2 activator inconclusive, pAkt inh inactive, MmCpn inh 1%, EPAC2 antagonist 7%, TGFb inhibitor -5%, Nrf2 block 15%, A549 viability -2%, CCT modulator 1.6 and EPAC2 ag 4%.
`CC(C)CN(C(=O)COC(=O)c1cccs1)c1c(N)n(Cc2ccccc2)c(=O)[nH]c1=O` gave Nrf2 activator 0.1%, pAkt inh inactive, EPAC2 antagonist -3%, TGFb inhibitor -17%, CCT modulator -1.9 and EPAC2 ag 1%.
For CC(C)c1nnc(NC(=O)CCC(=O)NCC2CCCO2)s1 (configuration not stated) the results were Nrf2 activator 0.3%, pAkt inh inactive, MmCpn inh 0%, EPAC2 antagonist 9%, TGFb inhibitor -9%, A549 viability 8%, CCT modulator -2.1 and EPAC2 ag 1%.
O=C(Cn1c(=O)c2cccn2c2cccnc21)NCCCN1CCN(c2ccc(F)cc2)CC1 was read as Nrf2 activator 0.4%, pAkt inh inactive, MmCpn inh -1%, EPAC2 antagonist -1%, TGFb inhibitor 6%, Nrf2 block -2%, A549 viability -1%, CCT modulator -1.0 and EPAC2 ag 8%.
COc1ccc(Cc2c(N)nc(N)nc2N)cc1 was read as Nrf2 activator 1.1%, pAkt inh inactive, MmCpn inh -1%, EPAC2 antagonist -9%, TGFb inhibitor 1%, Nrf2 block inconclusive, A549 viability 23%, CCT modulator -0.7 and EPAC2 ag 0%.
Screening CC(=O)OCC(=O)C1(O)CCC2C3CCC4=CC(=O)CCC4(C)C3C(O)CC21C (configuration not stated) returned Nrf2 activator -0.5%, pAkt inh inactive, EPAC2 antagonist 7%, TGFb inhibitor 5%, Nrf2 block 0.15µM*, A549 viability -1%, CCT modulator -3.1 and EPAC2 ag 3%.
Screening CC(Oc1ccccc1)C(=O)Nc1cccc([N+](=O)[O-])c1 (configuration not stated) returned Nrf2 activator 21%, pAkt inh inactive, MmCpn inh -5%, EPAC2 antagonist -17%, TGFb inhibitor 4%, Nrf2 block inconclusive, A549 viability 3%, CCT modulator 2.5 and EPAC2 ag 3%.
For CCOC(=O)c1c(C)oc2ccc(NS(=O)(=O)c3ccc(C(=O)O)cc3)cc12 the results were Nrf2 activator 0.3%, pAkt inh inactive, MmCpn inh 0%, EPAC2 antagonist 2%, TGFb inhibitor 8%, Nrf2 block -2%, A549 viability 3%, CCT modulator 1.0 and EPAC2 ag 3%.
`O=C(COc1ccccc1F)Nc1ccccc1C(=O)NC1CC1` gave Nrf2 activator -0.2%, pAkt inh inactive, MmCpn inh 1%, EPAC2 antagonist 5%, TGFb inhibitor 1%, Nrf2 block 9%, A549 viability 6%, CCT modulator 0.3 and EPAC2 ag -5%.
Screening CCOC(=O)c1c(-c2ccc(OC)c(OC)c2)csc1NC(=O)C1CCCO1 (configuration not stated) returned Nrf2 activator 0.0%, pAkt inh inactive, MmCpn inh -3%, EPAC2 antagonist -5%, TGFb inhibitor 0%, Nrf2 block inconclusive, A549 viability -9%, CCT modulator 0.9 and EPAC2 ag 10%.
CCC(Cc1ccccc1)NC(=O)c1cccc(Nc2nc3ccccc3nc2-n2nc(C)cc2C)c1 (configuration not stated) was read as Nrf2 activator -0.5%, TGFb inhibitor 14%, Nrf2 block 11% and A549 viability 1%.
`CCOC(=O)c1cc(-c2ccc(OC)cc2)nc2c1c(C)nn2CCC#N` gave Nrf2 activator -0.8%, pAkt inh inactive, MmCpn inh 2%, EPAC2 antagonist -7%, TGFb inhibitor 6%, Nrf2 block inconclusive, A549 viability -6%, CCT modulator -0.6 and EPAC2 ag 4%.
`CC1=CC(C)[C@H](/C=N/n2c(=O)[nH]c3c([nH]c4ccc(C)cc43)c2=O)C(C)C1` (some centres not stated) gave Nrf2 activator 0.1%, pAkt inh inactive, MmCpn inh -1%, EPAC2 antagonist 2%, TGFb inhibitor -28%, Nrf2 block inconclusive, A549 viability inconclusive, CCT modulator 0.0 and EPAC2 ag -3%.
`CCOc1cc(C(=O)Nc2cc(F)ccc2C)ccc1OCC(=O)N1CCOCC1` gave Nrf2 activator 2.4%, pAkt inh inactive, MmCpn inh -1%, EPAC2 antagonist 4%, TGFb inhibitor 2%, Nrf2 block -29%, A549 viability 0%, CCT modulator 1.2 and EPAC2 ag -2%.
For O=C(NCC(F)(F)F)N1CCOCC1 the results were Nrf2 activator 0.0%, pAkt inh inactive, MmCpn inh 1%, EPAC2 antagonist 1%, TGFb inhibitor 4%, A549 viability 7%, CCT modulator -2.8 and EPAC2 ag 12%.
`COc1cc(OC)cc(C(=O)N[C@H](C(=O)OCC(=O)c2ccc(F)cc2)C(C)C)c1` gave Nrf2 activator 0.4%, pAkt inh inactive, MmCpn inh 3%, EPAC2 antagonist 2%, TGFb inhibitor 0%, Nrf2 block -1%, A549 viability -5%, CCT modulator -1.3 and EPAC2 ag 5%.
For COc1ccc(/C(O)=C2\C(=O)C(=O)N(c3cc(C)on3)C2c2ccccc2OC)cc1C (configuration not stated) the results were Nrf2 activator 2.6%, pAkt inh inactive, MmCpn inh inconclusive, EPAC2 antagonist -6%, TGFb inhibitor 9%, Nrf2 block -30%, A549 viability -28%, CCT modulator -0.4 and EPAC2 ag 5%.
Screening COc1cccc(C(=O)OC(C)CN2CCCC2)c1 (configuration not stated) returned Nrf2 activator -0.7%, pAkt inh inactive, MmCpn inh 1%, EPAC2 antagonist -2%, TGFb inhibitor -18%, Nrf2 block 11%, A549 viability -7%, CCT modulator -1.3 and EPAC2 ag 2%.

Screening results from PubChem.
